Assay outcomes deposited in PubChem BioAssay by several laboratories.
OX1R antag: antagonists of human orexin 1 receptor. 330,000 tested, 0.43% active. inhibition, % at 5 µM. CHO/OX1R cells, Fluo-8 calcium fluorescence, orexin A. O43613. AID 434989;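 active means inhibition above its plate's threshold, mean inhibition of all tested compounds on the plate plus 3 SD, cut at about 37% in these data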;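 further: 0% = orexin A challenge wells and 100% = SB-334867-A antagonist wells; not every result past the cut was called active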
Target sequence (O43613 whole entry, looked up): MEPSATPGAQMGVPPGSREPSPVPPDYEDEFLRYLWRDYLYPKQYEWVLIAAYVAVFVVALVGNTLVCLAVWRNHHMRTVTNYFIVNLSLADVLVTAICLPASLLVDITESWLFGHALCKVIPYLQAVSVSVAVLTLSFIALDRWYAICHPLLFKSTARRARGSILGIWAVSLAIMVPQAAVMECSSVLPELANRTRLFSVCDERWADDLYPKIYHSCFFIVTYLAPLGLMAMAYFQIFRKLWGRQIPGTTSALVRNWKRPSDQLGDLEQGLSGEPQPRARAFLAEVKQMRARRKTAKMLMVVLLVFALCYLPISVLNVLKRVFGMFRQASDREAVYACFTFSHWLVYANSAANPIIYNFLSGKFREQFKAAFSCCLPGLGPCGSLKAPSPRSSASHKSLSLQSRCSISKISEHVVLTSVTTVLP
CHT PAM: allosteric activators of human choline transporter CHT | CHT-expressing cells, membrane potential dye, choline EC20; stronger effect = higher value; LV-AA mutant CHT in HEK293 cells | 310,000 tested, 0.49% active | Q9GZV3 | B-score at 10 µM;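 active means initial fluorescence not abnormally high and integrated response B-score, plate-corrected, over 3 SD above library mean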
Target sequence (Q9GZV3 whole entry, looked up): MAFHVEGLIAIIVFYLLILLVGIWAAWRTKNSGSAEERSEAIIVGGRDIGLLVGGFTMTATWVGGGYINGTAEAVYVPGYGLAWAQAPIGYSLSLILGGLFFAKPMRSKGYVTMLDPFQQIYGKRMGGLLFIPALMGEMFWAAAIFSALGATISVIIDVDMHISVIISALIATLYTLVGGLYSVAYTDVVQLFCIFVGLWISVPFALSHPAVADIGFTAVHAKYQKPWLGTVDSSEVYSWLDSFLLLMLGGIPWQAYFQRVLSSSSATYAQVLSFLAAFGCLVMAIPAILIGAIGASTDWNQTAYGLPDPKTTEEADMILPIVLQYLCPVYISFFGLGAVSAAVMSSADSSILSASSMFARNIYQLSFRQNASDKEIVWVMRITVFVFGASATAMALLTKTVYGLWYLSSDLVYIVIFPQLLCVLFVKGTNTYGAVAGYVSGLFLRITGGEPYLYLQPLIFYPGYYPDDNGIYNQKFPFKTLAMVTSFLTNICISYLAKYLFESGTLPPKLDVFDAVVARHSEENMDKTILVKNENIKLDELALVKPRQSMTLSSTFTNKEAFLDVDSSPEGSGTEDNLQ
* hit, by the source's call; i = inactive; . = not tested or not shown. Outcome played no part in choosing rows. About 0.8% of those tested had a hit in this group.

SMILES | OX1R antag | CHT PAM
Cc1ccc(C(=O)Nc2nnc(S(=O)(=O)N3CCOCC3)s2)cc1 | -19.6 | i
O=S(=O)(NC1C2CC3CC(C2)CC1C3)c1ccccc1 (stereo not given) | -25.3 | .
Cc1cccc(N(Cc2nnc3n2CCCCC3)C(=O)Nc2ccccc2)c1 | -20.2 | i
Cc1ccc(S(=O)(=O)NC(CC(C)C)C(=O)N2CCCC2)cc1 (stereo not given) | -17.9 | i
Cc1c(O)c(CN2CCCC2)cc2c1oc(=O)c1ccccc12 | -22.3 | i
CCC(NC(=O)C1CCC1)c1ccccc1 (stereo not given) | -16.4 | i
N#CCCN1CCN(C2=NC(=O)/C(=C\c3cccs3)S2)CC1 | -5.0 | i
CC1(C)C(=O)OC(c2c3ccccc3cc3ccccc23)C(C)(C)C1=O (stereo not given) | -45.2 | i
Cc1nc2c3ccccc3nc(NNC(=O)CCC(=O)N3CCC(C)CC3)n2n1 | -29.3 | i
Cc1cc(C)nc(Nc2n[nH]c(C)n2)n1 | -6.6 | i
CN1CCN(S(=O)(=O)c2ccc(N(C)CC(=O)Nc3ccc(F)cc3)nc2)CC1 | -11.0 | i
Nc1nc(CN2CCN(Cc3ccc4c(c3)OCO4)CC2)nc(Nc2ccccc2)n1 | -13.9 | i
CCCN1C(=O)/C(=N\OCC(=O)NC23CC4CC(CC(C4)C2)C3)c2ccccc21 | -33.1 | i
COc1ccc(NC(=O)CCN2C(=O)C3CC=C(Cl)CC3C2=O)cc1 (stereo not given) | -11.8 | i
COc1ccccc1CN(C)CC(=O)Nc1ccccc1-c1ccccc1 | -39.1 | i
COc1ccc(S(=O)(=O)NCc2nc3nc(C)cc(C)n3n2)cc1OC | 1.0 | i
COc1ccc(NC(=O)C2CCN(S(=O)(=O)c3ccc4c(c3)NC(=O)CO4)CC2)cc1 | -14.0 | i
CCOC(=O)C1=C(N)OC2=C(C(=O)CC(C)(C)C2)C1c1ccc(C)s1 (stereo not given) | -11.6 | i
CCCn1c(C)cc(C(=O)COc2ncnc3sccc23)c1C | -15.0 | i
OCC[C@H]1C[C@H](O)[C@@H](O)[C@]2(Cc3ccccc3CO2)O1 | -2.9 | i
Cc1cccc(C)c1NC(=O)CN(C)C(=O)c1ccccc1OCc1ccc(F)cc1 | -23.4 | i
CCCCOc1ccccc1NC(=O)CC1SC(=NCC)N(CC)C1=O (stereo not given) | -32.6 | i
CCCNS(=O)(=O)c1ccc(OCC(=O)NCCC2=CCCCC2)cc1 | -17.3 | i
CCC(Sc1nc(-c2ccccc2)cc(=O)[nH]1)C(=O)O (stereo not given) | -0.9 | i
O=C1CC(c2c(F)cccc2Cl)C2=C(COC2=O)N1 (stereo not given) | 2.2 | i

Next structures follow:
SMILES | OX1R antag | CHT PAM
O=C(NC1CCS(=O)(=O)C1)Oc1ccc(Cl)cc1 (stereo not given) | -10.1 | i
COc1ccc(CCC(=O)NC2CCCCC2)cc1 | -14.3 | i
COCCN1C(=O)C(=O)/C(=C(/O)c2ccc(S(=O)(=O)N3CCOCC3)cc2)C1c1cccc([N+](=O)[O-])c1 (stereo not given) | 3.5 | i
CCCC1=NN(C(=O)Cc2ccc(OC)cc2)C(O)(C(F)(F)F)C1 (stereo not given) | -0.1 | i
COc1ccccc1OCC(=O)Sc1ccc(C)cc1 | -9.2 | i
O=C(O)CCCN1C(=O)C2C3CCC(O3)C2C1=O (stereo not given) | -9.6 | i
CCOc1ccc(CN(C(=O)c2cc(=O)c3cc(C)cc(C)c3o2)C2CCS(=O)(=O)C2)cc1 (stereo not given) | -28.0 | i
CN1CCN(c2ccc([N+](=O)[O-])cc2NC(=O)c2ccccc2)CC1 | -23.2 | 8.48*
COc1cccc(N2CCN(S(=O)(=O)c3cccc4cccnc34)CC2)c1 | -13.2 | i
O=S(=O)(NCc1ccc2c(c1)OCO2)c1ccc(F)cc1 | -3.3 | i
O=C(NC(=S)Nc1ccc(S(=O)(=O)Nc2nccs2)cc1)c1cccnc1 | -21.6 | i
Cc1ccc(C(=O)/C=C/c2c[nH]c3ccccc23)cc1 | -6.2 | i
COCCN(CC(=O)NCC1CCCO1)C(=O)CCC(=O)Nc1ccccn1 (stereo not given) | -10.8 | i
O=Cc1ccccc1OCCN1CCCC1=O | -17.5 | i
CC(=O)C1=C(O)C(=O)N(Cc2ccco2)C1c1ccc(F)cc1 (stereo not given) | 0.9 | i
O=C(c1cc(-c2ccco2)nc2ccccc12)N1CCN(c2ccc(F)cc2)CC1 | -20.4 | i
O=C(Nc1cc2c3c(c1)CC(=O)N3CCC2)C1CC1 | -15.2 | i
CC1CCc2c(sc(NC(=O)Cn3nc(C(=O)O)c4ccccc4c3=O)c2C#N)C1 (stereo not given) | -21.5 | i
O=C(NCC1CCCO1)c1sc(=S)n2c1[nH]c(=O)c1ccc(C(=O)N3CCCCC3)cc12 (stereo not given) | -10.7 | i
CC1CN(c2nnc(-c3ccccc3)c3ccccc23)CC(C)O1 (stereo not given) | -8.6 | i
Cc1ccc(N(CC(=O)N2CCOCC2)S(C)(=O)=O)cc1Cl | -0.9 | i
CC(C)c1ccc(NC(=O)c2csnn2)cc1 | -2.5 | i
CCCN(CCC)Cc1cc2ccccc2c2c1COC2 | -23.9 | i
CCOC(=O)CON1C(=O)C(C)(C)N(OCC(=O)OCC)C(=O)C1(C)C | -18.6 | i
CCCCNC(=S)N/N=C/c1cccc(OCC)c1O | -9.6 | i

Additional records.
SMILES | OX1R antag | CHT PAM
Cc1ccc(NC(=O)CN2C(=O)NC3(CCCC3)C2=O)c(Cl)c1 | -21.0 | i
COc1ccccc1CNS(=O)(=O)c1c(C)[nH]c(C)c1C(=O)N1CCCCC1 | -16.7 | i
COc1ccc(NS(=O)(=O)c2cccc(C(=O)N/N=C(\C)c3ccncc3)c2)cc1 | -23.1 | i
CCOC(=O)c1sc(NC(=O)CSc2ncccn2)nc1C | 2.5 | i
CC1(C(=O)NC2CCCC2)CCC(=O)N1Cc1cccs1 (stereo not given) | -23.3 | i
Cc1cc(C)nc(NN2C(=O)C=CC2=O)n1 | -24.5 | i
CCOC(=O)CN1C(=O)c2ccccc2Sc2ncccc21 | -17.0 | i
Cc1ccc(-n2nc3c(=O)n(CC(=O)NCCc4cccs4)nc(C)c3c2C)cc1 | -37.3 | i
CC(C)c1ccc(OCC(=O)NNC(=S)NC(=O)C2CC2)cc1 | -0.3 | i
Cc1c(C(=O)Nc2ccccc2)cnn1-c1ccccc1 | -1.0 | i
CCCCn1c(N)c(N(CC(C)C)C(=O)CCNC(=O)c2ccc(Br)cc2)c(=O)[nH]c1=O | -6.8 | i
CCC(=O)N1CCN(c2ccc(NC(=S)NC(=O)c3cccc([N+](=O)[O-])c3)cc2)CC1 | -2.1 | i
Nc1ncc(-c2nnnn2-c2ccc(Cl)cc2)c(-c2ccc(Cl)cc2)n1 | -16.0 | i
O=C(NC1CCCC1)c1ccc2c(c1)N(Cc1ccc(F)cc1)CCS2 | -0.5 | i
CC(=O)c1cccc(NC(=O)CN2CCN(S(=O)(=O)/C=C/c3ccccc3)CC2)c1 | -6.4 | .
CCOc1ccc(S(=O)(=O)Nc2cccc(C(=O)NCCCn3ccnc3)c2)cc1 | -6.3 | .
Cc1ccc(S(=O)(=O)CCC(=O)Nc2cccc(S(=O)(=O)N3CCCCCC3)c2)cc1 | -8.0 | .
CSCC[C@H](NC(=O)[C@H]1CC[C@H](CNC(=O)[C@@H]2CCCN2)CC1)C(=O)O | -8.0 | i
O=C1C(=O)N(CCCO)C(c2ccc(Br)cc2)/C1=C(\O)c1ccc(Br)cc1 (stereo not given) | 2.3 | i
C=CCOc1nc2c(c(=O)n(C)c(=O)n2C)n1C | 5.0 | i
c1ccc(COc2ccc(Oc3nc(N4CCCCC4)nc(N4CCOCC4)n3)nn2)cc1 | -26.2 | i
CC(C)NC(=O)c1cc2cc([N+](=O)[O-])ccc2s1 | -2.7 | i
CCOc1cc(C)nc(NCCc2ccc(OC)c(OC)c2)n1 | -30.6 | i
COc1ccc(NC(=O)c2ccc(N3CCCC3=O)cc2)cc1Cl | 9.1 | .
COc1ccc(CC(=O)Nc2c3c(nn2C(C)(C)C)CS(=O)(=O)C3)cc1 | 4.7 | i

(continued)
SMILES | OX1R antag | CHT PAM
Cc1cc(C(=O)N/N=C/C=C/c2cccc([N+](=O)[O-])c2)n[nH]1 | -1.4 | i
Cc1ccc(CNC(=O)c2sc3ccc(S(=O)(=O)N4CCCCC4)cc3c2N)cc1 | -25.9 | i
CCCCn1c(=O)c(-c2ccccc2)c(O)c2ccccc21 | -14.8 | i
CN(c1ccccc1)S(=O)(=O)c1cccc(C(=O)Nc2ccc3c(c2)CCC3)c1 | -14.0 | i
Cc1cc(-c2ccc(C(C)C)c(S(=O)(=O)NCc3ccco3)c2)on1 | -13.0 | i
Cc1ccc(NC(=O)COc2ccc(CCO)cc2-n2nc3ccccc3n2)cc1C | -29.1 | i
O=C(COC(=O)c1ccccc1SCC(=O)N1CCCC1)Nc1ccc(OC(F)F)cc1 | -36.0 | i
O=C(Nc1cccnc1Oc1ccc(Cl)cc1)c1cccc2ccccc12 | -17.6 | i
COc1cccc(-c2nc(C=O)cs2)c1 | -1.8 | i
COc1cccc(C2=NN(C(=O)c3ccc(C)o3)C(O)(C(F)(F)F)C2)c1 (stereo not given) | -26.1 | i
Cc1c(C(=O)NN)sc(-c2ccccc2)c1C#N | -7.3 | i
O=C(OCc1nc2scc(-c3ccccc3)c2c(=O)[nH]1)c1ccco1 | -14.6 | i
Cc1ccc(NC(=O)Cn2ccnc2)cc1C | 1.9 | i
COCCCNCCCCOc1cccc(Br)c1 | -3.4 | i
Cc1ccc(C(=O)NN2C(=O)C3C4C=CC(C4)[C@@H]3C2=O)cc1 (stereo not given in full) | -2.6 | i
COc1ccc(CCNC(=O)CSc2nnc(-c3ccc(F)cc3)c3ccccc23)cc1OC | -27.1 | i
OC(CNC1Cc2ccccc2C1)COc1ccc(Cl)cc1 (stereo not given) | -24.8 | i
COc1ccc(OC)c(CN2CCN(Cc3cccc4ccccc34)CC2)c1 | -21.1 | i
CC(=NCc1ccc2c(c1)OCO2)C1=C(O)c2ccccc2C1=O | -15.9 | i
CCc1ccc(NC(=O)c2cc(Br)ccc2Br)cc1 | -11.6 | i
C#CCOCCOCCOCCNc1nc(N2CCN(C(=O)[C@H](CCCCN)n3cc(CCCC)nn3)CC2)nc(N2CCN(C(=O)[C@H](CCCCN)n3cc(CCCC)nn3)CC2)n1 | -19.6 | i
CC(C)C(=O)N1CCC2(CC1)Oc1ccc(F)cc1C(=O)C21CC(c2ccccc2)=NO1 (stereo not given) | -27.6 | i
FC(F)Sc1nc(-c2ccccc2)c(-c2ccccc2)n1C(F)F | -5.0 | i
Cc1noc(C)c1COc1ccc(C(=O)OCC(N)=O)cc1 | -13.3 | i
Cc1csc(NC(=O)C2CCN(S(=O)(=O)c3ccccc3F)CC2)n1 | -22.1 | i

Of the compounds above, these have bromine.
SMILES | OX1R antag | CHT PAM
CCCCn1c(N)c(N(CC(C)C)C(=O)CCNC(=O)c2ccc(Br)cc2)c(=O)[nH]c1=O | -6.8 | i
O=C1C(=O)N(CCCO)C(c2ccc(Br)cc2)/C1=C(\O)c1ccc(Br)cc1 (stereo not given) | 2.3 | i
COCCCNCCCCOc1cccc(Br)c1 | -3.4 | i
CCc1ccc(NC(=O)c2cc(Br)ccc2Br)cc1 | -11.6 | i

Random excerpt: 6 compounds from above
SMILES | OX1R antag | CHT PAM
O=C(Nc1cccnc1Oc1ccc(Cl)cc1)c1cccc2ccccc12 | -17.6 | i
CCCCn1c(=O)c(-c2ccccc2)c(O)c2ccccc21 | -14.8 | i
Cc1noc(C)c1COc1ccc(C(=O)OCC(N)=O)cc1 | -13.3 | i
COc1ccc(OC)c(CN2CCN(Cc3cccc4ccccc34)CC2)c1 | -21.1 | i
CN(c1ccccc1)S(=O)(=O)c1cccc(C(=O)Nc2ccc3c(c2)CCC3)c1 | -14.0 | i
Cc1cc(-c2ccc(C(C)C)c(S(=O)(=O)NCc3ccco3)c2)on1 | -13.0 | i

Further structures follow:
SMILES | OX1R antag | CHT PAM
CCN(CC)CCCNC(=O)C1CCCN(c2nnc(N3CCCC3=O)s2)C1 (stereo not given) | -7.0 | i
CCOC(=O)Cc1csc(NC(=O)C(NC(=O)C2CCC(C)CC2)C(C)C)n1 (stereo not given) | -36.2 | i
CCN1CCCC(Sc2nc3c([nH]2)c(=S)n(C)c(=O)n3C)C1 (stereo not given) | -17.9 | i
CCOc1ccc(C(=O)N(CN2CCCC2=O)c2ccc(C)cc2)cc1 | -21.4 | i
Cc1ccccc1C(=O)NC(=S)N(CCO)Cc1ccccc1 | -20.9 | i
O=C(Nc1ccc(Cl)c(Cl)c1)O/N=C/c1ccncc1 | 27.3 | i
COc1ccc(NC(=O)CSc2nnc(-c3cccnc3)o2)cc1 | -2.0 | i
O=c1c(-c2nnc(SCc3ccc(Cl)cc3)o2)cccn1Cc1ccccc1 | -7.0 | i
CC(C)OC(=O)CSc1nnc(-c2ccncc2)n1N | -4.4 | i
Cc1nc(Nc2nc(-c3ccccc3)cc(=O)[nH]2)nc2ccccc12 | -31.9 | i
CCCCOc1ccc(/C=C(\C#N)C(=O)NC2CC2)cc1 | -21.4 | i
Cc1ccc(S(=O)(=O)NCCC(=O)OCc2ccc([N+](=O)[O-])cc2)cc1C | 17.3 | i
CCCCCCSc1ccc(-c2nc3ccc(C)cn3c2NCc2ccccc2)cc1 | -50.7 | i
CCC(C(=O)Oc1c(C(C)C)cccc1C(C)C)c1ccccc1 (stereo not given) | -12.6 | .
CN(Cc1cccc(Cl)c1Cl)C(=O)CCNC(=O)c1ccco1 | -9.5 | .
CC(C)C(OC(=O)CCCC(=O)Nc1nccs1)C(=O)NC1CCCCC1 (stereo not given) | -7.0 | i
CCCCN(C(=O)C1CCCC1)c1c(N)n(Cc2ccccc2)c(=O)[nH]c1=O | -24.2 | .
Cc1noc(C(C)C)c1C(=O)Nc1ccc(-c2nnc3n2CCCCC3)cc1 | -7.3 | .
